# CCR6 antagonist: antagonists of human CCR6 receptor; inhibition, % at 20 µM; 340,000 compounds, 0.49% hits; CHO-K1 CCR6 PathHunter beta-arrestin, luminescence, CCL20-stimulated;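 active = compounds whose inhibition of the agonist-driven luminescence signal at 20 µM reaches about 50%, limit read from the data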;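 note: cells stimulated with CCL20 at 14 nM final; plate controls were DMSO with CCL20 for no effect and DMSO without agonist for full effect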
# EBI2 block: EBI2 (human) antagonism; inhibition, % at 5 µM; EBI2 beta-arrestin recruitment, luminescence, 7a,25-OHC stimulated; 360,000 compounds, 0.81% hits; P32249; in the data active = inhibition above about 38%;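 note: enzyme fragment complementation signal reports receptor beta-arrestin coupling in cells; 0% = agonist plus DMSO wells and 100% = wells without agonist; some results beyond the cut were filed as inactive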
# Target sequence (P32249 whole entry, looked up, the tested form may be a part): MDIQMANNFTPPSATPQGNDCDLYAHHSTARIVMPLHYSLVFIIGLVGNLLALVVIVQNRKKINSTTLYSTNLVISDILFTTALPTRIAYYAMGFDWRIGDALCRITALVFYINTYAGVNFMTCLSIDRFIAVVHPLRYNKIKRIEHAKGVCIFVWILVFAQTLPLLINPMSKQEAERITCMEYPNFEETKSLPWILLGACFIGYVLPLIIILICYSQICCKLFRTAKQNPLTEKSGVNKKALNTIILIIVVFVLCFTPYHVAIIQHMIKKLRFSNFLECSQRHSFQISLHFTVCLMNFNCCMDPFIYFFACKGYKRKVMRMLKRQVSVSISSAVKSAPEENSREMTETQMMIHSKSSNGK
# A3G deaminase: inhibitors of human APOBEC3G DNA deaminase; Q9HC16; recombinant A3G, ssDNA deamination FAM/TAMRA fluorescence; inhibition, % at 20 µM; 330,000 compounds, 0.28% hits; AID 493012;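 active = inhibition of at least 40% at 20 µM, with no more than 30% in the related APOBEC3A deaminase screen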;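 note: plate controls were DMSO wells with A3G for no effect and wells lacking A3G enzyme for full effect; some compounds called inactive have numbers as strong as hits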
# Target sequence (Q9HC16 whole entry, looked up): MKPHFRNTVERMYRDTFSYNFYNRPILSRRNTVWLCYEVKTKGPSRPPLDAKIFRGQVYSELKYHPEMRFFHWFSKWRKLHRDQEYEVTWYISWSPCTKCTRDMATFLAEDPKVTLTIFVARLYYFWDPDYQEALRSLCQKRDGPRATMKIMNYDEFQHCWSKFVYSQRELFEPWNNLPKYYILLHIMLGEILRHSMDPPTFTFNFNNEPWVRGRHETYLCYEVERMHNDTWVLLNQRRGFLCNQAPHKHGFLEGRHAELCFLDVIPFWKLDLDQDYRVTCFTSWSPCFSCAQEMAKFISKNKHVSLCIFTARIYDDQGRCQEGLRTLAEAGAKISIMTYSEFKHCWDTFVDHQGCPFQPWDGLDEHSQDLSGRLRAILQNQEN
# Gli-Sufu antag: blocks Gli-Sufu signaling in a luciferase reporter; inhibition, % at 5 µM; Sufu-KO-LIGHT fibroblasts, Gli luciferase reporter luminescence; 340,000 compounds, 0.74% hits;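 active = inhibition above about 55%, limit read from the data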;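 note: 0% = DMSO-treated cells and 100% = wells with medium but no cells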
# MPTP block: permeability transition pore inhibition; AID 602449; 360,000 compounds, 1.4% hits; inhibition, % at 10 µM; isolated mouse mitochondria, Ca2+ swelling absorbance, 30 min;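 active = inhibition of 50% or more, scaled per plate between neutral and stimulator controls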;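 note: 0% = DMSO wells given calcium and 100% = 1 mM EGTA wells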
# CXCR6 inh: blocks human CXCR6 beta-arrestin recruitment; CHO-K1 PathHunter CXCR6 beta-arrestin, luminescence; AID 602244; inhibition, % at 20 µM; 360,000 compounds, 0.36% hits; in the data active = inhibition above about 34%, passing the limit was not always enough;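 note: antagonist mode with CXCL16 agonist at 10 nM final; 0% = 10 nM CXCL16 with DMSO and 100% = unstimulated wells without agonist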
# GRIN3A LBD mod: NR3A (human) ligand-binding domain modulation; Tm shift relative to glycine control, % at 25 µM; AID 1259313; NR3A LBD differential scanning fluorimetry, Tm shift; 0% = protein alone, 100% = glycine-bound protein; 340,000 compounds, 2.5% hits;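 active = melting temperature shift of at least 10% of the positive control shift, at one fixed dose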
# APOBEC3A inh: blocks human APOBEC3A ssDNA deamination; P31941; recombinant A3A, FAM/TAMRA ssDNA deamination fluorescence; inhibition, % at 20 µM; 330,000 compounds, 0.41% hits; AID 493011;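 active = at least 40% inhibition at 20 µM here, with at most 30% in a related deaminase screen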;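 note: plate controls were A3A with DMSO for no effect and wells lacking A3A enzyme for full effect; some results filed as inactive read as strong as hits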
# Target sequence (P31941 whole entry, looked up): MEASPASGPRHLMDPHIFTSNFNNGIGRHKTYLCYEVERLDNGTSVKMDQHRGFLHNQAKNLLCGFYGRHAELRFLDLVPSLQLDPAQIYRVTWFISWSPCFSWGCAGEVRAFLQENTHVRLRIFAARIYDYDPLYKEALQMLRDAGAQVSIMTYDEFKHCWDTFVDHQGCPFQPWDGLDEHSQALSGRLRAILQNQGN
# Starred values were filed as active, the others as inactive; nt = no result given.
# Below each SMILES – CCR6 antagonist	EBI2 block	A3G deaminase	Gli-Sufu antag	MPTP block	CXCR6 inh	GRIN3A LBD mod	APOBEC3A inh
- COc1ccc(C(=O)OCC(=O)Nc2ccc(Cl)cn2)cc1
 : 7	-4	-5	33	-0.4	-1	-2	-2
- CCN(CC)S(=O)(=O)c1ccc(NC(=O)C2CC(=O)N(c3ccc4c(c3)OCCO4)C2)cc1 (stereo not given)
 : -3	2	nt	13	-2.4	5	-1	nt
- Cc1ccc(OCC(=O)NNC(=O)c2cccnc2)cc1C
 : -13	-4	-4	5	-0.8	-1	-1	-1
- CCn1c(=O)c2cc(C(=O)N(C)c3ccc(OC)cc3OC)sc2c2ccccc21
 : 10	5	-1	1	3.9	8	-2	5
- CCCC(C)C(=O)NCc1ccncc1 (stereo not given)
 : 4	-4	-7	0	-1.2	-2	1	-4
- Cc1cccc(NC(=O)CSc2nnc(-c3ccncc3)n2C)c1
 : 4	-13	-11	-1	-0.2	3	2	-3
- O=C(COC(=O)c1nc(Cl)ccc1Cl)Nc1ccc2c(c1)OCO2
 : 14	-2	-3	-1	0.2	-16	-1	-1
- CCc1nnc(NC(=O)c2sc3nc(C)cc(COC)c3c2N)s1
 : 3	-4	-2	4	-1.3	0	-1	-1
- COc1ccc(CNC(=O)Nc2ccc(OC)cc2)cc1
 : 3	-8	-6	-14	0.3	-4	nt	-1
- O=C(c1ccccc1)c1ccc(Sc2ccc([N+](=O)[O-])cc2)cc1
 : 19	-21	-4	-7	7.1	0	-1	0
- Cc1cc(C)n(CCO)c(=O)n1
 : -5	8	-6	4	0.0	1	2	1
- COc1cccc(/C=C/c2ccc3cccc(O)c3n2)c1
 : 62*	35	-6	-27	0.2	35	8	-5
- COc1cc(SC)ccc1C(=O)N(C)Cc1ccccc1
 : 12	20	-7	-5	-0.2	0	-2	-9
- FC(F)c1nnc2c(Cl)cc(C(F)(F)F)cn12
 : 3	-10	1	0	-1.9	5	0	1
- O=C(NC1CC1)c1cc(-c2ccc(Br)cc2)nc2ccccc12
 : 3	-13	-6	-12	-0.2	-5	0	-4
- Cc1cc(C(=O)Nn2cnc3ccccc3c2=O)ccc1[N+](=O)[O-]
 : -1	4	-10	0	-0.1	10	-1	-1
- CCN(C(=O)c1ccc(S(=O)(=O)N2CCCCC2)cc1)C1CCS(=O)(=O)C1 (stereo not given)
 : 0	9	-10	-7	-0.6	-7	2	-2
- Cc1cc(-c2ccc(F)cc2)nc2cc(C(N)=O)nn12
 : 9	10	-2	8	-0.9	20	0	8
- Cc1cc(-c2cc(-c3ccc(Cl)cc3)on2)nc(NCC2CC2)n1
 : -1	6	6	1	4.2	-22	-14	-1
- Cc1[nH]c2ccccc2c1/C=C/c1nc2ccccc2c(=O)n1CCO
 : -18	0	-5	0	-0.4	3	-7	-2
- O=C(NNc1cccc(Cl)n1)c1c(Cl)cccc1Cl
 : 15	-8	-7	-1	1.2	-1	2	-2
- Cc1ccc(/C=C/S(=O)(=O)NCCC(=O)NCc2ccccc2F)cc1
 : 15	33	-8	11	-1.2	1	-2	-1
- COc1ccc(C(=O)CSc2nnc(CNC(=O)c3ccco3)n2C)cc1
 : 3	2	-10	-27	-0.4	2	0	2
- CCCOc1ccc(C(=O)CCC(=O)OCC(=O)N(C)c2c(N)n(Cc3ccccc3)c(=O)[nH]c2=O)cc1
 : -8	-5	-4	-6	-1.1	-12	-1	4
- O=C(COC(=O)c1cccc(Cl)c1Cl)NC1CCCC1
 : 4	-6	-8	4	0.2	-8	-1	-6
- CCCCc1cc(=O)oc2cc(OCC(=O)Nc3ccccn3)ccc12
 : 25	-2	-4	-14	-0.4	6	2	-5
- CCOC(=O)C(C(=O)OCC)C(C)C#CCN1CCCCC1 (stereo not given)
 : -16	-6	-1	2	-1.2	-8	1	3
- CCOc1ccc(NC(=S)N2CCC(NC(=O)c3ccccc3C)CC2)cc1
 : -1	20	-2	6	0.4	-5	3	0
- COc1ccc(NC(=O)CCS(=O)(=O)c2ccc3c(c2)CCN3C(C)=O)cc1
 : 11	-3	-5	4	1.1	0	0	0
- O=C(COC(=O)c1ccccc1)Nc1ccccc1N1CCOCC1
 : 14	5	-5	-7	2.4	1	0	-2
- COc1ccc(-n2cnc3cc(C(=O)NCCN4CCOCC4)ccc32)cc1
 : 10	-4	-4	-1	0.8	10	0	-5
- COc1ccc(NC(=O)c2ccccc2SC)c(OC)c1
 : 4	-5	-8	0	-1.8	0	-2	-3
- O=C(Oc1ccnc2cc(Cl)ccc12)N1CCCCCC1
 : 1	-8	1	-23	-5.6	4	-1	1
- O=S(=O)(Nc1ccc(-c2cn3ccsc3n2)cc1)c1ccc2c(c1)OCCO2
 : 9	0	0	-21	6.3	18	6	0
- COc1ccccc1NC(=O)COc1ccc2c(c1)OCO2
 : 4	-4	8	59*	0.3	-7	-24	11
- Fc1cccc(Cl)c1CSc1nnc(COc2cccc3cccnc23)o1
 : 8	4	-6	0	0.6	9	-1	1
- CCc1ccccc1NC(=O)c1cnccn1
 : 8	0	nt	12	-0.6	-8	-1	nt
- CCN(CC)S(=O)(=O)c1ccc2c(c1)c(=O)c(C(=O)NCCOC)cn2C
 : -2	-1	0	3	0.2	-9	1	-1
- Cc1cccc(C)c1NC(=O)CN(C)C(=O)c1ccc(COc2ccccc2)cc1
 : 5	-1	-5	1	-0.7	-5	-3	12
- CN(C)S(=O)(=O)c1cc([N+](=O)[O-])ccc1N1CCCCCC1
 : 10	11	1	-2	0.2	4	-1	1
- CCCCOc1ccc(-c2nnn(C(C)C(=O)OCC)n2)cc1 (stereo not given)
 : 6	8	-2	-3	-1.6	7	3	-2
- NC(=O)Cc1nc2scc(-c3ccc(Cl)cc3)c2c(=O)[nH]1
 : 5	-2	-1	-10	-0.2	10	0	3
- CCN(CC(=O)Nc1cccc(OC)c1)CC(=O)Nc1ccccc1C
 : 11	-8	-4	19	-0.4	-4	-2	-3
- O=C(Nc1ccc(S(=O)(=O)Nc2ncccn2)cc1)c1ccccc1NS(=O)(=O)c1ccc(Cl)cc1
 : 3	16	-3	3	0.1	4	2	2
- O=C(COC(=O)/C=C/c1ccc(OC(F)F)cc1)Nc1cccc(S(=O)(=O)N2CCOCC2)c1
 : 7	33	-3	1	-1.0	1	-16	7
- CCSc1nnc2ccc(-c3ccc(C)cc3)nn12
 : -17	4	-1	-5	-0.3	-6	2	1
- COCc1cc(C)nc2sc(C(=O)Nc3ccccc3Br)c(N)c12
 : 7	33	-5	23	0.7	-4	0	-5
- NC(=O)CN1CCCC1c1ccc2c(c1)OCCO2 (stereo not given)
 : 4	-17	-12	-5	-0.3	4	-1	5
- CC1C(C)N(C(=O)CCCl)c2ccccc2N1C(=O)CCCl (stereo not given)
 : 7	-4	nt	4	-0.4	-1	-1	nt
- Cn1cnnc1SCC(=O)NNC(=O)COc1ccc(Cl)cc1
 : 9	-2	0	19	1.2	1	-1	3

# The listing continues:
# Below each SMILES – CCR6 antagonist	EBI2 block	A3G deaminase	Gli-Sufu antag	MPTP block	CXCR6 inh	GRIN3A LBD mod	APOBEC3A inh
- O=C(COC(=O)/C=C/c1cccc(F)c1)NC1CCCC1
 : 6	-3	-3	-13	1.1	0	0	1
- COc1ccc2c(=O)c3c(=O)n(Cc4ccco4)c(C(C)C)nc3oc2c1
 : 3	8	-3	6	0.5	0	0	-3
- COCC(=O)N(c1ccc(C(C)C)cc1)C1C=CS(=O)(=O)C1 (stereo not given)
 : 11	-5	-1	0	0.9	4	-8	5
- COC(=O)c1ccc(NS(=O)(=O)c2cc3c4c(c2)CCN4C(=O)CC3)cc1
 : 5	-5	-2	-1	-2.9	4	-1	0
- COc1ccc(CNc2oc(Cc3cccc4ccccc34)nc2C#N)cc1
 : 15	30	0	32	-3.1	4	-2	-1
- COc1cccc(Nc2nc3ccccc3n3nnnc23)c1
 : 9	5	-5	-20	0.6	-8	-4	-2
- COc1ccc(NC(=O)c2cc3ccccc3o2)cc1
 : 8	33	-5	11	1.8	9	2	-2
- Cc1ccc(S(=O)(=O)NC2CC(C)(C)N(O)C(C)(C)C2)cc1
 : 31	-18	-2	-5	-1.2	15	1	-2
- Cc1cc(Br)ccc1OCC(=O)NNC(=O)CCc1ccccc1
 : 11	4	-14	-10	1.3	11	-1	-6
- COC(=O)C1=C(C)NC(=O)/C1=C\c1ccc2c(c1)OCO2
 : 18	-24	0	4	1.0	3	-1	1
- CCCn1c(N)c(C(=O)COC(=O)/C=C/c2ccc(OC(F)F)c(OC)c2)c(=O)[nH]c1=O
 : -4	-4	-2	0	-1.7	-3	3	2
- CCOCCCN(C(=O)CNC(=O)c1ccco1)C(C(=O)NC1CCCC1)c1ccccc1C (stereo not given)
 : 6	-1	-2	5	-0.1	6	1	3
- COc1ccc(NC(=O)CCCCCN2C(=O)CCC2=O)cc1Cl
 : -8	-1	-7	-3	-1.3	-14	0	-2
- CCn1cc(C(=O)N2CCCC2)c(=O)c2cc(S(=O)(=O)N3CCOCC3)ccc21
 : -16	4	-3	1	1.4	-6	0	1
- CC(C)C(NC(=O)CNC(=O)OC(C)(C)C)C(=O)NCc1ccccc1 (stereo not given)
 : -4	-2	-3	-8	-0.5	3	-2	0
- Nc1ccc(C(=O)OCCCc2nc3ccccc3[nH]2)cc1
 : -8	1	0	0	1.5	-9	-1	8
- COc1cccc(NC(=O)CN(C)C(=O)c2ccccn2)c1
 : 0	-14	-3	-5	-0.5	6	1	-2
- Cc1cc(C(=O)OCC(=O)N(CC(C)C)c2c(N)n(Cc3ccccc3)c(=O)[nH]c2=O)c2ccccc2n1
 : 4	-1	-6	5	-3.0	6	-1	-2
- COc1ccc(COn2nnc3ccc(S(=O)(=O)N4CCOCC4)cc32)cc1F
 : 20	20	-8	-4	-0.9	-1	-2	-4
- Cc1ccc(N(CC(=O)NCC2CCCO2)C(=O)CCC(=O)Nc2cc(C)on2)cc1 (stereo not given)
 : 8	-5	-7	-28	-0.8	-5	0	-4
- O=c1oc(-c2cccc(C(F)(F)F)c2)nn1-c1ccc(C(F)(F)F)cn1
 : 21	2	3	8	1.9	14	0	0
- COc1cc(Cl)c(C)cc1NC(=O)CCCN1C(=O)CCC1=O
 : 2	1	-4	-8	-1.0	0	2	-3
- CC(=O)Nc1ccc(N(C(=O)CNC(=O)c2cccs2)C(C(=O)NCC2CCCO2)c2ccccc2)cc1 (stereo not given)
 : -6	-4	-3	-8	0.8	-6	-1	2
- OC[C@H]1OC(O)[C@H](O)[C@@H](O)[C@H]1O (stereo not given in full)
 : 4	-5	1	6	3.1	1	1	-1
- O=C(Nc1ccc2c(c1)OCO2)N1CCN(c2ccccc2)CC1
 : 14	7	-6	-9	2.2	4	1	-8
- COc1cc2c(cc1OC)CN(C(=O)C(C)(C)C)CC2
 : 2	-1	-9	47	-0.2	-3	0	0
- COc1ccc(S(=O)(=O)N2CCN(C(=O)c3c(C)nn(-c4ccccc4)c3C)CC2)cc1
 : 4	-11	-6	-9	-0.1	-10	9	-3
- CCOc1ccc(C(=O)NC(=S)Nc2ncccc2C)cc1[N+](=O)[O-]
 : 19	-1	-3	-6	-1.0	3	0	3
- COc1ccc(C2=Cc3ccc(OC(C)=O)cc3OC2)cc1
 : -3	0	nt	-35	1.5	-6	5	nt
- O=C(Cn1nnc2ccccc21)N1CCCCC1
 : 13	3	2	5	-1.3	0	-2	1
- Cc1nc(C)c(C(=O)Nc2ccc(Oc3ccccc3)cc2)o1
 : 7	0	-4	4	16	2	-3	-4
- O=C(Nc1cccc(Cl)c1)c1ccc2c(c1)OCCO2
 : 3	-2	-13	-135	0.1	0	-16	-5
- O=C1NC[C@H](Cc2ccccc2)N(CCc2cccc(F)c2)C1=O
 : 6	-17	-3	-5	-0.8	-2	1	0
- COC(=O)c1ccccc1NC(=O)C1CC(=O)N(C2CCCCC2)C1 (stereo not given)
 : 6	-1	-2	-10	-3.2	-2	-3	3
- O=C(NCc1cccc(OC(F)(F)F)c1)c1ccc2c(c1)S(=O)(=O)c1cc(Cl)ccc1C2=O
 : 0	-11	-8	-5	6.1	-2	0	1
